Screening results as filed in PubChem BioAssay.
PLCb3 inh – blocks human PLC-beta3 enzyme activity; Q01970; Purified PLC-beta3, fluorogenic substrate, fluorescence; inhibition, % at 12.2 µM; actives 0.18% (n = 370,000); AID 720704; in the data active = inhibition above about 11%;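 also: 0% = median of compound wells on plate and 100% = full blocker control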
DAX1 inh-1 – DAX1 (NR0B1) inhibition, primary screen | AID 652010 | inhibition, % at 6.8 µM | HEK293T StAR-luciferase reporter, SF-1/DAX-1 repression relief | actives 1.1% (n = 370,000);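 active = inhibition above the mean over all tested compounds plus 3 SD, cut at about 3.6% in these data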;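 also: 0% = DAX-1 cells with DMSO and 100% = cells lacking DAX-1 with DMSO; higher inhibition means more luminescence from relief of DAX-1 repression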
hcDAF-12 act – activates DAF-12 receptor from parasite H. contortus. HEK293 hcDAF-12 lit1-tk-luc reporter, luminescence; 0% DMSO, 100% Δ7-dafachronic acid. activation, % at 6.8 µM. actives 1.4% (n = 370,000). AID 652067;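 active = activation above the mean of all tested compounds plus 3 SD, cut at about 5.5% in these data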;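 also: 100% = response to 3 µM Δ7-dafachronic acid high control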
HGIII-sPLA2 inh – Inhibits HGIII-sPLA2 liposome hydrolysis, primary screen | Q9NZ20 | actives 0.56% (n = 370,000) | AID 743126 | inhibition, % at 12.2 µM | QFRET BODIPY PC-A2 liposome hydrolysis, fluorescence;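 active = inhibition above mean plus 3 SD of compounds lying within the high and low control bounds, cut at about 19% in these data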;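 also: 0% = median of test compound wells and 100% = no enzyme DMSO wells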
hgDAF-12 ag – agonists of H. glycines DAF-12 nuclear receptor | actives 1.8% (n = 370,000) | HEK293 GAL4-hgDAF12 UAS-luciferase reporter, agonist luminescence; normalized to butyrate control | AID 687014 | activation, % at 6.8 µM;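 active = activation above a cutoff set at the mean of all screened compounds plus 3 SD, cut at about 10% in these data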;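 also: 0% = DMSO wells and 100% = sodium butyrate wells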
DAX1 inh-2 – inhibitors of human orphan nuclear receptor DAX1 (NR0B1). HEK293 Gal4-DAX1 luciferase reporter, luminescence. P51843. AID 504766. actives 0.99% (n = 340,000). inhibition, % at 6.75 µM;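 active = inhibition above the mean over all tested compounds plus 3 SD, cut at about 4.2% in these data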;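 also: 0% = DAX1-transfected cells with DMSO and 100% = empty-vector control cells with DMSO; inhibition shows as a rise in luminescence from relieved DAX1 repression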
ADAM17 inh – inhibits human ADAM17; P78536; recombinant ADAM17, EDANS/DABCYL FRET peptide cleavage; inhibition, % at 6.95 µM; actives 0.83% (n = 370,000);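 active = inhibition above the mean of compounds lying between control limits plus 3 SD, set per campaign, cut at about 8.5% in these data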;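 also: 0% = DMSO-only wells as the low control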
PLC-gamma1 inh – PLC-gamma1 (human) inhibition, primary screen; purified PLC-gamma1, fluorogenic substrate, fluorescence; actives 0.84% (n = 370,000); P19174; inhibition, % at 12.2 µM; in the data active = inhibition above about 9.5%
Target sequence (P19174 whole entry, looked up): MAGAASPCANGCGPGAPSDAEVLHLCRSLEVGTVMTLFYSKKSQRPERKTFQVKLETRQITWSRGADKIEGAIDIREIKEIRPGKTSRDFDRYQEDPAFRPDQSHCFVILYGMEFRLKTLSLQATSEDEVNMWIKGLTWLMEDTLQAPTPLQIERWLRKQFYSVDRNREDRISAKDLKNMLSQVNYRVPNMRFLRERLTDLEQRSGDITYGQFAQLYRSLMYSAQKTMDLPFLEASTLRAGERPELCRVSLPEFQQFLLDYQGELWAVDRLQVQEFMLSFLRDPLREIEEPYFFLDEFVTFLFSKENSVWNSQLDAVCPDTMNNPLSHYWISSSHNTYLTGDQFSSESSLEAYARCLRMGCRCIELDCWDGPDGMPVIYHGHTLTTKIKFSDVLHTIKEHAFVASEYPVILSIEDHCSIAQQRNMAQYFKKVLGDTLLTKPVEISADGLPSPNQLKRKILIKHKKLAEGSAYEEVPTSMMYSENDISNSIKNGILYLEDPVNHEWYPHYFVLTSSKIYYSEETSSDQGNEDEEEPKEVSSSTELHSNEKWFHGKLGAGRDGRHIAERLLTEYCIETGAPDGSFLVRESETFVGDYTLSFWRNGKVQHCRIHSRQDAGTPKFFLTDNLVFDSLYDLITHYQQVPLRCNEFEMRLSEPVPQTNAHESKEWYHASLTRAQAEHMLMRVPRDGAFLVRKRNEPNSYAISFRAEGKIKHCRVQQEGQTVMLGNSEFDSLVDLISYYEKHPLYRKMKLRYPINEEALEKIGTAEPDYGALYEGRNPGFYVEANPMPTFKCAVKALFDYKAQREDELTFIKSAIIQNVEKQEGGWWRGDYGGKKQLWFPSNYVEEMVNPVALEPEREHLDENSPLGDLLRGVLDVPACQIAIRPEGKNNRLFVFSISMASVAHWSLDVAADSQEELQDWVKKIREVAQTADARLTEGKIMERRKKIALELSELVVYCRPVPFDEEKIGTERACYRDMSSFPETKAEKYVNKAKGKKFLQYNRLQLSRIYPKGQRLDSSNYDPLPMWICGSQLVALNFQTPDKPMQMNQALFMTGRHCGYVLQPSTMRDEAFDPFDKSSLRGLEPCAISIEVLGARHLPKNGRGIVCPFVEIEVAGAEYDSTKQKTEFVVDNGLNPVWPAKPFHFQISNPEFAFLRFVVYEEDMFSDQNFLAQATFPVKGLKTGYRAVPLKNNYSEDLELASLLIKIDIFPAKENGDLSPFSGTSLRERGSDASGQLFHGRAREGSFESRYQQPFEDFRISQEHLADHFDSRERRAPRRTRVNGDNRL
ssDAF12 agonist – activates DAF-12 receptor from parasite S. stercoralis; HEK293 ssDAF-12/GRIP1 lit1-tk-luc reporter, luminescence; % of 3 µM dafachronic acid response; activation, % at 6.8 µM; actives 1% (n = 370,000); AID 652126;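 active = activation above the mean over all tested compounds plus 3 SD, cut at about 0.9% in these data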;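 also: 0% = DMSO-only wells and 100% = 3 µM delta7-dafachronic acid wells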
ADAM10 inh – inhibits human ADAM10 | O14672 | recombinant ADAM10, EDANS/DABCYL FRET peptide cleavage, 3 h | inhibition, % at 7 µM | actives 0.62% (n = 370,000);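 active = inhibition above a per-campaign cutoff equal to the mean of compounds falling between control-based bounds plus 3 SD, cut at about 20% in these data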;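 also: 0% = DMSO wells while the 100% control is not disclosed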
FXN GAA850 act – increases GAA850 frataxin promoter reporter activity. HEK293 lucGAA850 FXN promoter luciferase reporter, 24 h; percent of 10 µM SAHA response. activation, % at 6 µM. actives 0.56% (n = 360,000). AID 540364;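 active = activation above the average of all compounds screened plus 3 SD, cutoff fixed separately per campaign, cut at about 7.5% in these data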;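 also: 0% = DMSO wells and 100% = 10 µM SAHA wells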
The depositor's hits bear a star; i = inactive; nt = no result given. Outcome played no part in choosing rows. Share with any hit: about 6.9%.

No.	compound	ADAM17 inh	FXN GAA850 act	DAX1 inh-2	ADAM10 inh	hcDAF-12 act	PLCb3 inh	PLC-gamma1 inh	hgDAF-12 ag	HGIII-sPLA2 inh	DAX1 inh-1	ssDAF12 agonist
1	CCN(CC)c1ccc(NC(=O)COc2ccc(-n3cnnn3)cc2)cc1	-1	-0.2	0.9	-1	1.0	6	-1	0.1	9	-0.3	-0.5
2	CCOC(=O)N1CCC2(CC1)C(C#N)=C(N)OC1=C2C(=O)CC(C)(C)C1	-8	-1.4	0.9	-10	1.2	-5	-5	0.2	-2	-0.1	-1.3
3	CCOC(=O)C1=C(CS(=O)(=O)c2ccccc2)NC(=O)NC1c1ccccc1OCC (configuration not stated)	-3	-1.5	-0.9	-17	-2.9	-3	2	1.1	2	0.6	-1.8
4	O=S(=O)(NCCCN1CCOCC1)c1ccc(Cl)cc1	1	0.5	0.7	3	1.2	0	-2	-0.8	-2	0.0	-1.2
5	Nc1c(C(=O)NCc2ccco2)nnn1Cc1ccccc1	-2	1.9	-1.4	-1	0.7	0	-3	0.1	4	0.1	-1.3
6	CCOc1ccc(CCNC(=O)C2CCCN(S(=O)(=O)N3CCCCC3)C2)cc1OCC (configuration not stated)	1	0.6	nt	-12	-0.7	2	0	1.6	0	-0.7	-1.3
7	CCC(C)(C(=O)NC1CCCC1)N(C(C)=O)c1ccc(C)cc1 (configuration not stated)	-2	0.6	-0.1	3	-1.1	0	3	-1.9	-3	0.3	-1.3
8	Cc1ccnc(NC(=O)Nc2cccc(F)c2)c1	-3	0.9	-0.6	-5	16*	3	-1	17*	-1	3.7*	1.5*
9	O=C(O)C1(c2ccccc2)CCN(S(=O)(=O)c2ccc(Cl)s2)CC1	-1	0.3	-1.6	0	-0.7	-5	1	-1.5	-10	-0.2	-0.7
10	COC1=C(N)C(=O)c2nc(C)ccc2C1=O	6	-1.1	2.0	-5	-0.5	-11	-3	0.8	-1	-0.6	-0.7
11	CCCc1c(O)nc(SC2CC(=O)N(c3ccc(C)c(Cl)c3)C2=O)[nH]c1=O (configuration not stated)	1	0.4	nt	3	-0.7	-8	1	-2.2	4	0.1	-0.9
12	O=C(CN1CCCC(O)C1)N1c2ccccc2Sc2ccc(C(F)(F)F)cc21 (configuration not stated)	2	0.9	0.2	-6	-1.5	5	7	0.3	-3	-0.6	-0.8
13	CCOC(=O)C1=C(c2ccccc2)N=c2s/c(=C\c3ccc(O)cc3)c(=O)n2C1c1cccs1 (configuration not stated)	5	-1.9	-0.6	9	-2.8	-139	-118	-0.6	-36	-1.0	-2.3
14	CCc1ccc(NC(=O)N(CCOC)C2CCN(C(C)=O)CC2)cc1	-3	1.0	0.2	-7	-1.7	-2	-1	-3.1	0	-1.2	-1.8
15	COc1ccc(NC(=O)CSc2nnc(CNC(=O)c3ccco3)n2-c2ccccc2OC)cc1	-3	0.9	1.1	0	-0.3	-1	-2	-1.4	6	-0.2	-1.0
16	Brc1ccc(CSc2nccn2-c2ccccc2)cc1	6	3.1	-0.5	4	-2.5	-3	-4	-1.2	-3	-1.0	-1.6
17	Cc1ccc(NC(=O)CN2CCN(Cc3ccccc3)CC2)cc1Cl	0	1.8	0.9	1	1.7	-5	-1	0.0	-8	0.2	-1.3
18	Cc1ccc(CNC(=O)C(OC(=O)c2cccs2)C(C)C)cc1 (configuration not stated)	0	-0.4	4.6*	-3	-1.5	-5	2	1.4	-1	-0.1	-0.7
19	CN1CCN(c2ccc(NC(=O)c3ccc(C(F)(F)F)cc3)cn2)CC1	-2	1.4	-0.7	-9	-2.4	-2	-2	-3.1	2	-1.6	-2.0
20	COc1ccc(NC(=O)C(c2ccc(C#N)cc2)n2c(=O)c(-c3ccco3)nc3ccccc32)cc1 (configuration not stated)	0	nt	nt	2	0.8	-19	-10	2.2	-12	0.0	-0.7
21	CC(=O)Nc1ccc(S(=O)(=O)N[C@@H](C)C(=O)NC2CCCc3ccccc32)cc1 (some centres not stated)	-2	2.4	0.1	-14	-0.4	-3	-3	0.8	8	-0.5	-0.1
22	Cc1cc2nc(-c3ccc(Cl)cc3)c(CC3CCCCC3)n2c(C)c1Br	-2	nt	nt	1	6.1*	-4	-5	3.8	5	3.5	1.4*
23	Cc1ccccc1N1CCN(Cc2c[nH]c3ccccc23)CC1	0	-3.3	0.1	-1	6.6*	5	0	1.2	-32	-0.5	0.5
24	COc1ccc(CN=C(NS(=O)(=O)c2cccs2)SC)cc1	-1	0.7	-0.3	2	-3.2	-1	0	-0.2	-2	-0.6	-1.8
25	Cc1ccc(-c2nc(C3CCCN(S(=O)(=O)c4ccc(C)cc4)C3)no2)cc1 (configuration not stated)	0	0.3	-0.9	1	-0.1	3	1	-1.6	-2	-1.4	-1.5
26	O=C(Cc1ccccc1[N+](=O)[O-])NCc1ccc(Cl)cc1	0	3.2	0.9	1	3.2	5	1	4.1	-3	1.0	1.2*
27	O=C(CSc1nnc(-c2ccccc2F)n1Cc1ccco1)Nc1ccccc1-c1ccccc1	2	nt	nt	2	-1.4	-2	1	0.4	-4	-0.7	-1.8
28	CN(C)C(=O)c1ccc(=O)n(Cc2ccc(Cl)cc2Cl)c1	-4	0.2	0.7	1	-0.5	-6	0	-3.1	0	-0.2	-1.2
29	O=C(CCc1ccc(S(=O)(=O)NCc2ccccc2)cc1)NCc1ccco1	-3	-2.4	-0.3	-7	0.4	2	-1	-0.6	2	-0.4	-1.1
30	FC(F)(F)c1cccc(NC(=S)N2CCCCCC2)c1	-4	1.2	0.3	-8	-1.3	1	-2	-1.4	7	0.4	-0.6
31	O=C(Nc1cccc(-n2cccn2)c1)C1CCCN(Cc2cccc(F)c2F)C1 (configuration not stated)	-3	-2.2	-0.9	7	-2.9	-10	1	-3.6	-11	-0.7	-0.9
32	CCc1nn(C(C)C(=O)NC2CCCCCC2)c(=O)c2cc3occc3n12 (configuration not stated)	-3	-2.2	0.0	-5	-0.7	-5	0	1.3	7	-0.2	-1.2
33	Cc1cc(C)cc(NC(=O)C(Sc2nnc(C)c(=O)[nH]2)c2ccccc2)c1 (configuration not stated)	2	0.4	1.7	6	0.0	-12	0	-1.2	-5	1.0	-1.6
34	C=CCn1c(=O)c2ccc(C(=O)NCc3ccccc3)cc2n(Cc2ccccc2Cl)c1=O	-2	0.2	0.4	-7	-0.5	1	-1	0.5	3	-0.3	-0.6
35	Cc1ccccc1NC(=O)Cn1nnc(-c2ccc(CN3CCC(C)CC3)cc2)n1	1	2.1	3.3	5	-1.2	-1	0	-0.6	-11	0.3	-2.1
36	COc1ccccc1NS(=O)(=O)c1cccc(NC(=S)NCCN2CCOCC2)c1	-4	0.3	-1.2	-5	-1.8	2	3	-0.8	6	-0.4	-1.5
37	COc1cc(NC(=O)C2CCCN(S(=O)(=O)c3cc(OC)ccc3OC)C2)cc(OC)c1 (configuration not stated)	1	nt	nt	-2	-3.1	1	0	-0.8	-11	-0.4	-1.4
38	CC(C)N(C(=O)CSc1nnc(NC(=O)c2ccco2)s1)C(C)C	1	0.7	1.2	11	-0.4	-8	-5	-0.8	0	0.0	-1.4
39	O=C(NCc1ccc(Cl)cc1)C(=O)NCC1CCCN1S(=O)(=O)c1cccs1 (configuration not stated)	-7	0.0	-0.7	4	0.1	-5	-1	-0.9	-4	-1.4	-1.1
40	C/C(=N\NC(=O)CCc1ccccc1)C1C(=O)c2ccccc2C1=O	2	1.8	-0.4	6	2.9	-10	-4	0.3	-6	0.4	-1.2
41	CCN(CC)S(=O)(=O)c1ccc2c(c1)c(=O)c(C(=O)N1CCN(c3ccccc3)CC1)cn2C	4	0.0	-0.3	-1	0.1	0	4	0.7	-1	1.2	-1.9
42	O=C(Nc1ccccc1F)c1cc(S(=O)(=O)N2CCCCC2)cs1	-3	-1.8	0.1	3	-0.6	0	3	1.2	-7	-0.7	-1.6
43	COc1ccc(CCNC(=O)C2CCN(S(=O)(=O)c3ccc(OC)cc3)CC2)cc1	0	1.0	2.1	9	-0.3	-5	1	-2.0	0	-0.7	-1.3
44	CCN(CC)CCN1C(=O)c2ccccc2NC1c1cccc(F)c1 (configuration not stated)	-350	2.4	1.0	i	1.0	i	i	3.2	-1	-0.2	-0.5
45	C=CCn1c(SCc2ccc(C(=O)OC)cc2)nnc1-c1sc(N)nc1C	4	2.1	0.1	10	-2.3	2	2	-0.7	-2	-0.7	-1.2
46	CCOCCCNC(=O)C1CC(=O)N(CCc2ccccc2)C1 (configuration not stated)	-3	-1.1	1.4	1	-1.2	-6	4	-0.9	8	-0.2	-1.4
47	Cc1csc2ncc(C(=O)Nc3ccc4c(c3)OCCO4)c(=O)n12	-1	0.1	1.9	1	0.8	4	4	-0.1	-1	1.0	0.1
48	CCN(CC(=O)Nc1c(F)cccc1F)C(=O)CNC(=O)c1sc2ccccc2c1Cl	-2	2.1	0.3	-3	1.8	-6	-1	2.9	5	0.3	-0.7
49	c1ccc(COc2ccc(CNn3cnnc3)cc2)cc1	-5	3.6	-0.3	-8	-0.6	-2	1	-0.3	-1	0.2	-1.6

Ordered by molecular weight (lowest first): some entries from above.
No.	compound	ADAM17 inh	FXN GAA850 act	DAX1 inh-2	ADAM10 inh	hcDAF-12 act	PLCb3 inh	PLC-gamma1 inh	hgDAF-12 ag	HGIII-sPLA2 inh	DAX1 inh-1	ssDAF12 agonist
49	c1ccc(COc2ccc(CNn3cnnc3)cc2)cc1	-5	3.6	-0.3	-8	-0.6	-2	1	-0.3	-1	0.2	-1.6
36	COc1ccccc1NS(=O)(=O)c1cccc(NC(=S)NCCN2CCOCC2)c1	-4	0.3	-1.2	-5	-1.8	2	3	-0.8	6	-0.4	-1.5
27	O=C(CSc1nnc(-c2ccccc2F)n1Cc1ccco1)Nc1ccccc1-c1ccccc1	2	nt	nt	2	-1.4	-2	1	0.4	-4	-0.7	-1.8
